Screening results deposited in PubChem by several laboratories.
M4 ag: CHRM4 agonism in calcium assay. P08173. CHO-K1 hM4/Gqi5, Fluo-8 calcium fluorescence; vehicle 0%, full acetylcholine response 100%. activation, % at 3 µM. 0.14% of 360,000 active;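 active = activation above the run mean over all test wells plus 3 SD, cut at about 32% in these data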;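 note: peak over basal fluorescence ratio per well then scaled between controls; 0% = DMSO wells and 100% = acetylcholine at EC100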
CRFBP-R2 agonist: CRF-BP/CRF-R2 complex agonism. HEK293 CRF-R2/CRF-BP, calcium dye fluorescence (FLIPR); percent of saturating CRF peptide response. activation, % at 13.2 µM. 0.46% of 350,000 active. AID 588473;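 active = activation of at least 50%, plus an integration ratio under a set limit after plate pattern correction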;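 note: plate controls were neutral control wells without compound for no effect and CRF at EC100 for full effect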
CHRM1 PAM: potentiates human M1 receptor response to acetylcholine; AID 588819; P11229; 0.088% of 360,000 active; CHO-K1 hM1, Fluo-8 calcium fluorescence, ACh EC20; 0% = ACh EC20, 100% = maximal ACh; activation, % at 3 µM; in the data active = activation above about 19%, passing the limit was not always enough
Target sequence (P11229 whole entry, looked up): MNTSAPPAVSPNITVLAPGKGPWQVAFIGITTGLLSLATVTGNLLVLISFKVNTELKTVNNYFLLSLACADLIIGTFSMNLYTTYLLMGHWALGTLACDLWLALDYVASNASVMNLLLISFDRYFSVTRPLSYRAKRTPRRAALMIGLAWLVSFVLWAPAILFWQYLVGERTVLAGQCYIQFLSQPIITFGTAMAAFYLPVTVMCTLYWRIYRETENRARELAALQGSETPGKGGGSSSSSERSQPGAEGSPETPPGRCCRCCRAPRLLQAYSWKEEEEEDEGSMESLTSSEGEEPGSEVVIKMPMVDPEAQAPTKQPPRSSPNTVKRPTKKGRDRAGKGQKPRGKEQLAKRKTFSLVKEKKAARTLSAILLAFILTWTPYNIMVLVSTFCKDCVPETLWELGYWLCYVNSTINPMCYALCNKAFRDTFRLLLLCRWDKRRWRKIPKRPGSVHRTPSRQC
M5 antag: blocks acetylcholine activation of human M5 receptor. P08912. CHO-hM5 cells, Fluo-8 calcium fluorescence, ACh EC80. inhibition, % at 3 µM. 0.59% of 360,000 active;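 active = inhibition above a per-plate cutoff, the mean of that plate's test compounds plus 3 SD, cut at about 27% in these data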;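 note: 0% = acetylcholine EC80 with DMSO and 100% = DMSO without agonist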
Target sequence (P08912 whole entry, looked up): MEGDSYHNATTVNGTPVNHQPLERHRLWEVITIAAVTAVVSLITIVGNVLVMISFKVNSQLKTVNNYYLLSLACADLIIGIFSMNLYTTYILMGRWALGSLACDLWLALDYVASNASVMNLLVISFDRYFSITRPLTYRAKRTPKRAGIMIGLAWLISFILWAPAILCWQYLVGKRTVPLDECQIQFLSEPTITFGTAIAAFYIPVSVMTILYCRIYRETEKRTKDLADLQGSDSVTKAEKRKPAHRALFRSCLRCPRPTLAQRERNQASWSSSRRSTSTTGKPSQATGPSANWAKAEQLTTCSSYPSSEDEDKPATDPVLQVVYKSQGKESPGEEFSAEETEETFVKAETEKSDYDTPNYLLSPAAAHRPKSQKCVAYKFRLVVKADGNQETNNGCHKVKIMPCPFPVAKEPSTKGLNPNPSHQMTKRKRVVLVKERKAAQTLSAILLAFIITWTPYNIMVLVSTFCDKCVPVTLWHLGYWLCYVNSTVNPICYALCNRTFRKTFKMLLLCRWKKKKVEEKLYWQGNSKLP
M4 PAM: potentiates acetylcholine response at human M4 receptor; P08173; CHO-K1 hM4/Gqi5, Fluo-8 calcium fluorescence, ACh EC20; 0% = ACh EC20, 100% = maximal ACh; activation, % at 3 µM; 0.4% of 360,000 active;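 active = activation above its plate's cutoff, the mean activation of sample wells plus 3 SD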; note: some results filed as inactive read as strong as hits
CHRM4 antagonist: blocks acetylcholine activation of human M4 receptor | P08173 | CHO-hM4 cells, ACh EC80, Fluo-8 calcium fluorescence | inhibition, % at 3 µM | 0.73% of 360,000 active;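 active = inhibition above its plate's cutoff, the mean inhibition of sample wells plus 3 SD, cut at about 27% in these data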;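 note: 0% = acetylcholine EC80 with DMSO and 100% = DMSO without agonist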
CHRM5 PAM: potentiates acetylcholine response at human M5 receptor. P08912. CHO-K1 hM5, Fluo-8 calcium, ACh EC20 PAM; 0% = ACh EC20, 100% = ACh EC100. activation, % at 3 µM. 0.3% of 360,000 active;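 active = activation above the run cutoff, the mean activation of all test compounds plus 3 SD, cut at about 18% in these data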
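System – CHO-K1 hM5 cells · Compound – 3 µM, single dose · Incubation – compound preincubation 140 s before EC20 acetylcholine addition · Technique – Fluo-8 calcium fluorescence · Measure – Max/basal fluorescence ratio as % of EC20–EC100 ACh window · Benchmarks – low control EC20 acetylcholine (0%), high control EC100 acetylcholine (100%) · Replication – singlicate, one well per test compound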
CRFBP-R2 block: antagonists of CRF-binding protein/CRF-R2 receptor complex; HEK293 CRF-R2/CRF-BP, CRF-induced calcium fluorescence; inhibition, % at 11.8 µM; 0.59% of 350,000 active; AID 588475;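 active = inhibition of the ligand-induced calcium signal above about 50% at the single tested concentration, limit read from the data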
M5 ag: CHRM5 agonism in calcium assay; 0.19% of 360,000 active; CHO-K1 hM5 cells, Fluo-8 calcium fluorescence; 0% DMSO wells, 100% maximal acetylcholine response; P08912; activation, % at 3 µM;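 active = activation above the run's mean over test compounds plus 3 SD, cut at about 23% in these data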;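 note: signal is peak over basal fluorescence ratio across the kinetic read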
The depositor's hits bear a star.

Screening Cc1cc2nc(-c3ccc(F)cc3)c(CC3CCCCC3)n2c(C)c1Br returned M4 ag 0, M5 antag -5, M4 PAM 1, CHRM4 antagonist 0, CHRM5 PAM -5 and M5 ag 0.
`COc1ccc(Sc2ccc(-c3nc4cnccn4c3NC3CCCCC3)cc2OC)cc1` gave M4 ag 1, CRFBP-R2 agonist 1.5, CHRM1 PAM 8, M5 antag 15, M4 PAM 5, CHRM4 antagonist -8, CHRM5 PAM -7, CRFBP-R2 block -1 and M5 ag 0.
`COc1ccc(NC(=O)CCN2CCN(c3ccc(F)cc3)CC2)cc1` gave M4 ag 2, CRFBP-R2 agonist 1.2, CHRM1 PAM 10, M5 antag 11, M4 PAM 4, CHRM4 antagonist 9, CHRM5 PAM 0, CRFBP-R2 block -14 and M5 ag -3.
O=C(NC1CCCC1)C1CCCN(S(=O)(=O)c2ccc(F)cc2)C1 (configuration not stated) was read as M4 ag 2, CRFBP-R2 agonist -0.2, CHRM1 PAM 9, M5 antag 8, M4 PAM 8, CHRM4 antagonist -5, CHRM5 PAM -2, CRFBP-R2 block 7 and M5 ag 0.
For COc1ccc(/C(O)=C2/C(=O)C(=O)N(c3ncccn3)C2c2ccc(OC)c(OC)c2)cc1 (configuration not stated) the results were M4 ag 0, CRFBP-R2 agonist 2.4, CHRM1 PAM 0, M5 antag -12, M4 PAM 0, CHRM4 antagonist 3, CHRM5 PAM -3, CRFBP-R2 block -4 and M5 ag -2.
Screening OC(c1ccccc1)c1ccncc1 (configuration not stated) returned M4 ag 1, CRFBP-R2 agonist 1.1, CHRM1 PAM 2, M5 antag 13, M4 PAM 1, CHRM4 antagonist 3, CHRM5 PAM -4, CRFBP-R2 block -2 and M5 ag 4.
COc1ccc(OCCN2CCC(C(=O)NC(c3ccc(Cl)cc3)c3ncccc3C)CC2)cc1 (configuration not stated) was read as M4 ag 8, CHRM1 PAM -8, M5 antag -2, M4 PAM -5, CHRM4 antagonist -8, CHRM5 PAM -8 and M5 ag -1.
Screening C[C@H](NC(=O)c1nc[nH]c1C(=O)NC(c1ccccc1)c1ccccc1)C(=O)OCc1ccccc1 returned M4 ag 0, CRFBP-R2 agonist 0.6, CHRM1 PAM -11, M5 antag 8, M4 PAM -6, CHRM4 antagonist 4, CHRM5 PAM -15, CRFBP-R2 block 15 and M5 ag -5.
Screening NS(=O)(=O)c1cccc(NC(=S)NC(=O)C23CC4CC(CC(C4)C2)C3)c1 returned M4 ag 1, CRFBP-R2 agonist -1.6, CHRM1 PAM 14, M5 antag 3, M4 PAM 18, CHRM4 antagonist 1, CHRM5 PAM -4, CRFBP-R2 block -35 and M5 ag 2.
Cc1ccc(C(=O)NCc2ccc(F)cc2)s1 was read as M4 ag 1, CRFBP-R2 agonist 0.1, CHRM1 PAM 7, M5 antag 1, M4 PAM 2, CHRM4 antagonist -7, CHRM5 PAM 0, CRFBP-R2 block 11 and M5 ag 2.

Random excerpt: 3 compounds from above
O=C(NC1CCCC1)C1CCCN(S(=O)(=O)c2ccc(F)cc2)C1 (configuration not stated) was read as M4 ag 2, CRFBP-R2 agonist -0.2, CHRM1 PAM 9, M5 antag 8, M4 PAM 8, CHRM4 antagonist -5, CHRM5 PAM -2, CRFBP-R2 block 7 and M5 ag 0.
Screening OC(c1ccccc1)c1ccncc1 (configuration not stated) returned M4 ag 1, CRFBP-R2 agonist 1.1, CHRM1 PAM 2, M5 antag 13, M4 PAM 1, CHRM4 antagonist 3, CHRM5 PAM -4, CRFBP-R2 block -2 and M5 ag 4.
Cc1ccc(C(=O)NCc2ccc(F)cc2)s1 was read as M4 ag 1, CRFBP-R2 agonist 0.1, CHRM1 PAM 7, M5 antag 1, M4 PAM 2, CHRM4 antagonist -7, CHRM5 PAM 0, CRFBP-R2 block 11 and M5 ag 2.

(further entries)
For COCCNC(=O)CC(c1ccccc1)c1ccccc1 the results were M4 ag 3, CRFBP-R2 agonist -1.1, CHRM1 PAM 9, M5 antag 1, M4 PAM 10, CHRM4 antagonist -7, CHRM5 PAM -4, CRFBP-R2 block -9 and M5 ag -1.
For COc1ccc2c(C)c(C(=O)N3CCN(Cc4ccccc4)CC3)oc2c1 the results were M4 ag 1, CRFBP-R2 agonist -3.5, CHRM1 PAM 15, M5 antag -16, M4 PAM 1, CHRM4 antagonist -12, CHRM5 PAM 2, CRFBP-R2 block 3 and M5 ag -8.
For Cc1cccc(C)c1NC(=O)C(=O)NCc1ccccn1 the results were M4 ag 1, CRFBP-R2 agonist 0.3, CHRM1 PAM 4, M5 antag -9, M4 PAM -6, CHRM4 antagonist 3, CHRM5 PAM 2, CRFBP-R2 block 22 and M5 ag 1.
`Cc1c(NC(=O)c2ccc(Cl)s2)c(=O)n(-c2ccccc2)n1C` gave M4 ag 0, CRFBP-R2 agonist 2.5, CHRM1 PAM 6, M5 antag 5, M4 PAM 5, CHRM4 antagonist -5, CHRM5 PAM 0, CRFBP-R2 block 3 and M5 ag -2.
`CCCC(C(=O)NC1CCCC1)N(CCCN1CCOCC1)C(=O)c1snc(C(N)=O)c1N` (configuration not stated) gave M4 ag 1, CRFBP-R2 agonist 2.3, CHRM1 PAM 0, M5 antag 1, M4 PAM 2, CHRM4 antagonist 8, CHRM5 PAM 1, CRFBP-R2 block -3 and M5 ag -3.
`COc1ccc(CN(Cc2ccccn2)C(=O)CN2C(=O)C(C)Oc3ccccc32)cc1` (configuration not stated) gave M4 ag 21, CRFBP-R2 agonist -4.7, CHRM1 PAM -6, M5 antag 3, M4 PAM -4, CHRM4 antagonist -1, CHRM5 PAM -8, CRFBP-R2 block 16 and M5 ag 2.
`Cc1cccc(C)c1NC(=O)C1c2ccccc2OCC(=O)N1Cc1ccc2c(c1)OCO2` (configuration not stated) gave M4 ag 0, M5 antag 4, M4 PAM 6, CHRM4 antagonist -1, CHRM5 PAM -9 and M5 ag 1.
`CC/C(=N\NC(=O)c1nnn(-c2nonc2N)c1-c1ccc2c(c1)OCO2)c1ccccc1` gave M4 ag 6, CRFBP-R2 agonist -0.5, CHRM1 PAM 4, M5 antag 0, M4 PAM 2, CHRM4 antagonist -1, CHRM5 PAM 1, CRFBP-R2 block -33 and M5 ag 2.
Screening CN(Cc1ccc(F)cc1)C(=O)CCc1nnc(-c2ccccc2)o1 returned M4 ag 1, CRFBP-R2 agonist -1.0, CHRM1 PAM 10, M5 antag 13, M4 PAM -8, CHRM4 antagonist 0, CHRM5 PAM -11, CRFBP-R2 block -3 and M5 ag -3.
COc1ccc(C2SCCN2S(=O)(=O)c2ccc(NC(C)=O)cc2)cc1OC (configuration not stated) was read as M4 ag 7, CRFBP-R2 agonist 0.4, CHRM1 PAM 3, M5 antag 6, M4 PAM -1, CHRM4 antagonist -3, CHRM5 PAM -1, CRFBP-R2 block 5 and M5 ag 2.
For CCCCCCC(=O)NNC(=O)CC(=O)Nc1ccccc1C(=O)O the results were M4 ag 0, CRFBP-R2 agonist -2.4, CHRM1 PAM 16, M5 antag 6, M4 PAM 46*, CHRM4 antagonist 0, CHRM5 PAM 1, CRFBP-R2 block -3 and M5 ag 3.
`CCOC(=O)Nc1ccc([N+](=O)[O-])cc1C` gave M4 ag 0, CRFBP-R2 agonist -1.8, CHRM1 PAM 2, M5 antag 12, M4 PAM 2, CHRM4 antagonist 6, CHRM5 PAM -7, CRFBP-R2 block 1 and M5 ag -1.
COC(=O)c1ccccc1N1C(=O)[C@@H]2C(c3ccc(F)cc3)=NO[C@@H]2C1=O was read as M4 ag 3, CRFBP-R2 agonist -1.3, CHRM1 PAM 4, M5 antag 1, M4 PAM 2, CHRM4 antagonist 10, CHRM5 PAM -7, CRFBP-R2 block 4 and M5 ag 0.
For CCC(CC)NC(=O)CSc1ccc(S(=O)(=O)N2CCOCC2)cn1 the results were M4 ag 2, CRFBP-R2 agonist 0.6, CHRM1 PAM 7, M5 antag -1, M4 PAM 21, CHRM4 antagonist -2, CHRM5 PAM 1, CRFBP-R2 block 7 and M5 ag 4.
COc1ccc(C2Nc3ccccc3C(=O)N2Cc2ccccc2)cc1COc1ccccn1 (configuration not stated) was read as M4 ag 0, CRFBP-R2 agonist 1.0, CHRM1 PAM -6, M5 antag 7, M4 PAM -2, CHRM4 antagonist 0, CHRM5 PAM -4, CRFBP-R2 block -3 and M5 ag -2.
Screening O=C(NC(=S)Nc1ccc(CN2CCOCC2)cc1)c1ccc([N+](=O)[O-])cc1Cl returned M4 ag 6, CRFBP-R2 agonist -0.9, CHRM1 PAM 2, M5 antag -1, M4 PAM -3, CHRM4 antagonist 0, CHRM5 PAM -4, CRFBP-R2 block -8 and M5 ag -2.
COc1cccc(-n2c(=S)[nH]c3c(oc4ccccc43)c2=O)c1 was read as M4 ag 0, CRFBP-R2 agonist -1.4, CHRM1 PAM 2, M5 antag 10, M4 PAM -1, CHRM4 antagonist 8, CHRM5 PAM -2, CRFBP-R2 block 10 and M5 ag -4.
For CCOc1ccc(CCNc2nc3ccccc3n3cnnc23)cc1OCC the results were M4 ag 5, CRFBP-R2 agonist -3.2, CHRM1 PAM 2, M5 antag 1, M4 PAM -3, CHRM4 antagonist -6, CHRM5 PAM -2, CRFBP-R2 block -4 and M5 ag 5.
CC(O)c1cccc(NC(=O)C2CCCCC2)c1 (configuration not stated) was read as M4 ag 1, CRFBP-R2 agonist -0.5, CHRM1 PAM 4, M5 antag 0, M4 PAM 0, CHRM4 antagonist -3, CHRM5 PAM 3, CRFBP-R2 block 9 and M5 ag 6.
C#CCOCCOCCOCCNc1nc(N2CCN(C(=O)[C@H](CCC(=O)O)n3cc(CN)nn3)CC2)nc(N2CCN(C(=O)[C@H](CCCCN)n3cc([C@@H](N)CC(N)=O)nn3)CC2)n1 was read as M4 ag 0, CRFBP-R2 agonist 2.2, CHRM1 PAM 0, M5 antag 12, M4 PAM -4, CHRM4 antagonist 3, CHRM5 PAM -2, CRFBP-R2 block 24 and M5 ag 0.
Screening FC(F)(F)c1ccccc1NC(=S)N1CCCC1 returned M4 ag 0, CRFBP-R2 agonist 0.9, CHRM1 PAM 5, M5 antag 2, M4 PAM -1, CHRM4 antagonist 2, CHRM5 PAM -2, CRFBP-R2 block 6 and M5 ag 5.
For COc1ccc(N2CCN(S(=O)(=O)c3cccc4cccnc34)CC2)cc1 the results were M4 ag 3, CRFBP-R2 agonist 1.2, CHRM1 PAM 7, M5 antag -1, M4 PAM -1, CHRM4 antagonist -10, CHRM5 PAM -5, CRFBP-R2 block 0 and M5 ag 3.
Screening O=C(NCc1nnnn1-c1ccc(F)cc1)C(=O)c1c[nH]c2ccccc12 returned M4 ag 15, CRFBP-R2 agonist -0.6, CHRM1 PAM -11, M5 antag 9, M4 PAM -5, CHRM4 antagonist -7, CHRM5 PAM -6, CRFBP-R2 block -1 and M5 ag 2.
Screening C=CCNc1nc(-c2c(C)nc3sccn23)cs1 returned M4 ag 4, CRFBP-R2 agonist -1.4, CHRM1 PAM 8, M5 antag -3, M4 PAM 10, CHRM4 antagonist -2, CHRM5 PAM 0, CRFBP-R2 block 35 and M5 ag 1.
For Cn1c(=O)[nH]c(=O)c2c1nc(N1CCCCC1)n2CCSc1ncccn1 the results were M4 ag 11, CRFBP-R2 agonist -1.0, CHRM1 PAM 2, M5 antag 7, M4 PAM -1, CHRM4 antagonist -6, CHRM5 PAM -7, CRFBP-R2 block -26 and M5 ag 0.

This is a random part of the collection. About 2.6% of those tested had a hit in this group.
